HTT cytoprotect: cytoprotection in Huntington HTT-Q103 PC12 cell model; PC12 HTT-Q103 induced, cytoprotection, ATP luminescence, 40 h; Potency, µM (highest dose often 56.4 µM), for the others: cytoprotection (ATP increase), hits mostly activators; actives 0.14% (n = 230,000);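 further: % of control where 0% means no effect; nearly all actives have a fitted effect of over 45% in size; toxic huntingtin expression switched on by the ecdysone agonist tebufenozide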
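PC12 cells with ecdysone-inducible HTT exon 1 Q103-GFP, induced with 100 nM tebufenozide and co-treated with library compounds in a dose series (1536-well, 1500 cells/well). Cytoprotection read as ATP content by ATPlite luminescence.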
GLA spleen mod: alpha-galactosidase A (human) modulation. actives 0.008% (n = 240,000). human spleen homogenate, 4MU-alpha-Gal fluorescence, 40 min. P06280. Potency, µM (doses to about 80 µM), inactives show top-dose activity change, negative = inhibition, hits mostly inhibitors;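 further: 0% = enzyme with vehicle and -100% = no enzyme basal signal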
Target sequence (P06280 32-429 limits assumed): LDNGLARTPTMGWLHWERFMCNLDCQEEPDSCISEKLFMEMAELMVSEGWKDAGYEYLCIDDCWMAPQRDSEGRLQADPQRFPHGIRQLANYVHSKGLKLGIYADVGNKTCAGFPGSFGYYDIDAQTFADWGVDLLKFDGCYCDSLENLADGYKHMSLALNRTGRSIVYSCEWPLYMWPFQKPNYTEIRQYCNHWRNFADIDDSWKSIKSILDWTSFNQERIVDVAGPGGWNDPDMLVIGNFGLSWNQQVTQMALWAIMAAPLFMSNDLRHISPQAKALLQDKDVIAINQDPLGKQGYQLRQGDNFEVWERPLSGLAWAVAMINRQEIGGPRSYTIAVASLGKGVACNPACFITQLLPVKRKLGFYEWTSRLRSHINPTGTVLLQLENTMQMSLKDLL
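Inhibition or activation of alpha-galactosidase in human spleen homogenate is scored by 4-MU fluorescence after 40 min at 37C, pH 5.0, with 1 mM substrate. AC50s come from concentration-response fitted to the Hill equation.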
GAA inhib: inhibitors of human lysosomal alpha-glucosidase | P10253 | Potency, µM (doses to about 76.9 µM), for the others: at the highest dose activity change, negative = inhibition, actives largely listed as inhibitors | purified human GAA, 4-MU-alpha-glucoside fluorescence | actives 0.005% (n = 200,000);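 further: plate controls were uninhibited enzyme wells for no effect and no-enzyme background for full effect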
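Fluorogenic assay: 4 nM human alpha-glucosidase with 400 uM 4-methylumbelliferyl-alpha-D-pyranoside in 50 mM citrate/phosphate, 0.005% Tween-20, pH 5.0, 20 min at room temperature. Compounds tested up to 77 uM; AC50 from Hill fits.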
Tau fibril ThT: blocks human tau fibril formation measured by thioflavin T; recombinant tau K18 P301L, heparin-induced fibrillization, ThT fluorescence; Potency, µM (highest dose often 57.4 µM), without a hit: top-dose activity, negative = inhibition, hits mostly inhibitors; actives 2.1% (n = 270,000); AID 1460; further: on the % scale 0 is the no-effect control and ±100 the full control effect; nearly all actives have a fitted effect of over 55% in size
Target sequence (P10636 561-689 P618L limits assumed): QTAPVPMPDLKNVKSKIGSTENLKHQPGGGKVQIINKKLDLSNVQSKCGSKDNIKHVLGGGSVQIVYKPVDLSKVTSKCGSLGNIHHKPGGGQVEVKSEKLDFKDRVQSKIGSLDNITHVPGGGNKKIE
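In this qHTS, human K18 P301L tau is incubated with compound and heparin for 6 hr at 37 C, and Thioflavin T fluorescence then reports fibril load.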
aGlu spleen mod: lysosomal alpha-glucosidase (human) modulation. P10253. human spleen homogenate, 4-MU-alpha-glucoside fluorescence. Potency, µM (doses to about 79.9 µM), inactives show top-dose activity change, negative = inhibition, usual class: inhibitors. actives 0.006% (n = 240,000). AID 2112;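 further: 0% = enzyme with vehicle and -100% = no enzyme basal signal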
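AC50 values come from Hill-equation fits of concentration-response data, normalized to no-enzyme and full-activity controls. Enzyme source: 1 ug human spleen homogenate; 1 mM fluorogenic 4-MU glucoside, pH 5.0 citrate buffer, 37 C, 40 min.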
GAA glycogen mod: inhibitors or activators of human alpha-glucosidase glycogen cleavage. P10253. recombinant GAA, glycogen substrate, Amplex Red glucose oxidase fluorescence. Potency, µM (top dose mostly 76.4 µM), without a hit: at the highest dose activity change, negative = inhibition, actives largely listed as inhibitors. actives 0.38% (n = 300,000). AID 2100;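 further: 0% = full enzyme reaction and -100% = no-enzyme basal signal; the screen sought inhibitors and activators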
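Natural-substrate format: glycogen cleavage by 4 nM human enzyme, glucose read by Amplex Red coupling (Ex 573, Em 610 nm). Normalized to enzyme and no-enzyme controls.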
Tau fluor counter: counter-screen for tau fibril formation inhibitors | tau K18 P301L (four-repeat tau fragment) Alexa594 fluorescence, heparin fibrillization | AID 1463 | actives 0.93% (n = 280,000) | Potency, µM (top dose mostly 57.7 µM), inactives show top-dose activity change, negative = decrease; further: on the % scale 0 is the no-effect control and ±100 the full control effect; nearly all actives have a fitted effect of over 55% in size
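Human K18 P301L tau (15 uM unlabeled plus 0.24 uM Alexa 594-labeled, final) in 100 mM sodium acetate pH 7 was mixed with compound and 20 uM heparin and incubated 6 hr at 37 C.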
Tau FP inhib: inhibitors of human tau fibril formation; K18 P301L tau heparin fibrillization, Alexa594 FP, 6 h; Potency, µM (highest dose often 57.7 µM), for the others: at the highest dose activity, negative = inhibition, actives largely listed as inhibitors; actives 0.39% (n = 280,000); AID 1468; further: on the % scale 0 is the no-effect control and ±100 the full control effect; nearly all actives have a fitted effect of over 55% in size
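K18 P301L tau (15 uM unlabeled/0.24 uM Alexa 594-labeled, final) + compound + heparin 20 uM final; 100 mM NaOAc pH 7; 6 hr 37 C; ThT 30 uM final added, 1 hr RT; FP ex 555/em 632 nm.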
An asterisk follows results filed as active; u = inconclusive; x = not tested or not shown; [ ] = remark or other dose. The call rests on the fitted dose curve; in most records, active means well fitted curve in the direction sought with a large enough effect; inconclusive means small, poorly fitted or top-dose-only effect, or another doubt; inactive means no such curve, though single readings can be large; an effect the other way counts as inactive or inconclusive. Potency means the concentration at half of the fitted maximal effect.

(1) CC(=O)N(CC(C)(C)CC=C(C)C)c1ccccc1
(2) COc1ccccc1-n1c(=O)[nH]c2c(C(N)=O)nc(C3CCCCC3)nc21
(3) CCC(Sc1nc2n[nH]c(C)c2c(=N)n1-c1cc(Cl)ccc1C)C(=O)N1CCOCC1 (stereo unspecified)
(4) CN(C)CC(C)(C)CNS(=O)(=O)CC12CCC(CC1=O)C2(C)C (stereo unspecified)
(5) COc1ccc(C(=O)NCC(c2cccnc2)N2CCN(c3ccccc3F)CC2)cc1OC (stereo unspecified)
(6) Cc1ccc(-n2ccnc2SCC(=O)N(CC(C)C)C2CCS(=O)(=O)C2)c(C)c1 (stereo unspecified)
(7) COc1ccc(/C=N/NC(=O)CCc2c(C)n[nH]c2C)cc1OC
(8) COC(=O)[C@@]1(Cc2ccccc2)[C@H]2c3cc(C(=O)N4CCCC4)n(Cc4ccc(C)o4)c3C[C@H]2CN1C(=O)c1ccccc1

Assay by compound	1	2	3	4	5	6	7	8
HTT cytoprotect	7%[0.074 µM]	-32%	-3%[10 µM]	6%	x	-24%	-1%	-166%[inhibitor]
GLA spleen mod	2%	10%	3%	-1%	x	0%	21%	5%
GAA inhib	-9%	-10%	-6%	-1%	x	-5%	2%	x
Tau fibril ThT	-2%	-19%	-12%	-9%	-4%	-5%	3%	u
aGlu spleen mod	-4%	0%	-1%	-1%	x	-1%	10%	3%
GAA glycogen mod	-13%	-21%	2%	3%	-1%[76.3 µM]	5%	1%	x
Tau fluor counter	8%	-10%	-12%	-5%	-2%	-5%	-1%	-15%
Tau FP inhib	2%	1%	-13%	-1%	-1%	-3%	-1%	-3%

(9) CCN1CCN(c2c(S(=O)(=O)c3ccc(Cl)cc3)cnc3ccccc23)CC1
(10) Cc1ccc(C)c(CSc2nnc(-c3cccnc3)n2N)c1
(11) Cc1cc(C)n2nc(C(=O)NC3CCCc4ccccc43)nc2n1 (stereo unspecified)
(12) CCOC(=O)N1CCN(C(=O)COc2ccc(S(=O)(=O)NCC(C)C)cc2C)CC1
(13) CCOc1ccccc1C1CC(c2ccc(Cl)cc2)Nc2nc(N)nn21 (stereo unspecified)
(14) Cc1sc2nc(NCCO)[nH]c(=O)c2c1C
(15) Cc1ccc(S(=O)(=O)NCCCCCC(N)=O)cc1
(16) CCn1c(SCc2cccc(C(=O)O)c2)nnc1-c1ccccc1

Assay by compound	9	10	11	12	13	14	15	16
HTT cytoprotect	x	-41%[inhibitor]	-17%	25%	-11%	2%	-3%	8%
GLA spleen mod	x	5%	-4%	-15%	6%	6%	-8%	0%
GAA inhib	x	-1%	-9%	u	-9%[15.4 µM]	u	-1%	0%
Tau fibril ThT	-1%	3%	-5%	0%	-14%	-4%	0%	-5%
aGlu spleen mod	x	1%	-19%	0%	5%	-5%	-4%	-3%
GAA glycogen mod	-4%[76.3 µM]	0%	2%	-6%	-7%	-3%	5%	5%
Tau fluor counter	-2%	3%	0%	6%	-6%	-4%	-2%	2%
Tau FP inhib	-1%	4%	-5%	3%	2%	10%	-2%	9%

9 neighbouring records out of the list so far, for reference:
(5) COc1ccc(C(=O)NCC(c2cccnc2)N2CCN(c3ccccc3F)CC2)cc1OC (stereo unspecified)
(6) Cc1ccc(-n2ccnc2SCC(=O)N(CC(C)C)C2CCS(=O)(=O)C2)c(C)c1 (stereo unspecified)
(7) COc1ccc(/C=N/NC(=O)CCc2c(C)n[nH]c2C)cc1OC
(8) COC(=O)[C@@]1(Cc2ccccc2)[C@H]2c3cc(C(=O)N4CCCC4)n(Cc4ccc(C)o4)c3C[C@H]2CN1C(=O)c1ccccc1
(9) CCN1CCN(c2c(S(=O)(=O)c3ccc(Cl)cc3)cnc3ccccc23)CC1
(10) Cc1ccc(C)c(CSc2nnc(-c3cccnc3)n2N)c1
(11) Cc1cc(C)n2nc(C(=O)NC3CCCc4ccccc43)nc2n1 (stereo unspecified)
(12) CCOC(=O)N1CCN(C(=O)COc2ccc(S(=O)(=O)NCC(C)C)cc2C)CC1
(13) CCOc1ccccc1C1CC(c2ccc(Cl)cc2)Nc2nc(N)nn21 (stereo unspecified)

Assay by compound	5	6	7	8	9	10	11	12	13
HTT cytoprotect	x	-24%	-1%	-166%[inhibitor]	x	-41%[inhibitor]	-17%	25%	-11%
GLA spleen mod	x	0%	21%	5%	x	5%	-4%	-15%	6%
GAA inhib	x	-5%	2%	x	x	-1%	-9%	u	-9%[15.4 µM]
Tau fibril ThT	-4%	-5%	3%	u	-1%	3%	-5%	0%	-14%
aGlu spleen mod	x	-1%	10%	3%	x	1%	-19%	0%	5%
GAA glycogen mod	-1%[76.3 µM]	5%	1%	x	-4%[76.3 µM]	0%	2%	-6%	-7%
Tau fluor counter	-2%	-5%	-1%	-15%	-2%	3%	0%	6%	-6%
Tau FP inhib	-1%	-3%	-1%	-3%	-1%	4%	-5%	3%	2%

(more compounds)
(17) CC1CCCC(NC(=O)c2ccc3c(SCC(=O)O)c4c(nc3c2)CCC4)C1C (stereo unspecified)
(18) CCN1CCN(C(=O)c2ccccc2NS(=O)(=O)c2ccc(Cl)cc2)CC1
(19) O=C(CCS(=O)(=O)c1cc2c(cc1Cl)NC(=O)CO2)NCCc1ccc(Cl)cc1
(20) O=C(NCc1cccnc1)/C(=C\c1ccc(-c2cccc(Cl)c2)o1)S(=O)(=O)c1ccccc1
(21) NC(=O)[C@H]1CC2(CC(c3cccc(NC(=O)CC(c4ccccc4)c4ccccc4)c3)=NO2)CN1C(=O)c1ccccc1C(=O)c1ccccc1 (stereo partly specified)
(22) CCCCn1c(O)c(N=NC(=O)c2ccccc2NS(=O)(=O)c2cccs2)c2ccccc21
(23) COc1ccccc1Nc1nc(N)nc(CSC(=S)N2CCC(C)CC2)n1
(24) CCC(C(=O)O/N=C(\N)c1ccc(C)cc1)c1ccccc1 (stereo unspecified)

Assay by compound	17	18	19	20	21	22	23	24
HTT cytoprotect	22%[10 µM]	-17%	x	-6%[10 µM]	-4%[10 µM]	12%[10 µM]	2%[10 µM]	10%
GLA spleen mod	8%	-4%	x	4%	6%	1%	-1%	4%
GAA inhib	x	-16%	x	-7%	x	u	-2%	-9%
Tau fibril ThT	x	-1%	u	u	-10%	u	1%	-9%
aGlu spleen mod	6%	1%	x	1%	1%	12%	0%	0%
GAA glycogen mod	3%	0%	-23%[76.3 µM]	8%	-1%	2%	4%	-7%
Tau fluor counter	-2%	0%	-14%	10%	-16%	0%	1%	-12%
Tau FP inhib	4%	-1%	5%	12%	-16%	-6%	3%	-1%

Pulled one by one from the entries so far, 2 records:
(4) CN(C)CC(C)(C)CNS(=O)(=O)CC12CCC(CC1=O)C2(C)C (stereo unspecified)
(8) COC(=O)[C@@]1(Cc2ccccc2)[C@H]2c3cc(C(=O)N4CCCC4)n(Cc4ccc(C)o4)c3C[C@H]2CN1C(=O)c1ccccc1

Assay by compound	4	8
HTT cytoprotect	6%	-166%[inhibitor]
GLA spleen mod	-1%	5%
GAA inhib	-1%	x
Tau fibril ThT	-9%	u
aGlu spleen mod	-1%	3%
GAA glycogen mod	3%	x
Tau fluor counter	-5%	-15%
Tau FP inhib	-1%	-3%

Next section:
(25) Cc1nc(Cl)sc1C(=O)Nc1ccccc1
(26) CNC(=S)N/N=C(\C)c1ccccc1
(27) CC(C)(C)NC(=O)NC(=O)COC(=O)c1ccco1
(28) COC(=O)C1=CN(CCOC23CC4CC(CC(C4)C2)C3)C=C(C(=O)OC)C1c1ccsc1
(29) COc1ccc(NC(=O)c2cc(Br)ccc2Cl)c([N+](=O)[O-])c1
(30) O=C(NCCN1C(=O)C2C3C=CC(C3)C2C1=O)Nc1ccc(Br)cc1 (stereo unspecified)
(31) CC(C)(C)NC(=O)C(c1ccncc1)N(Cc1cccs1)C(=O)Cn1nnc(-c2cccs2)n1 (stereo unspecified)
(32) Cc1ccc2onc(CC(=O)N3CCN(c4cccc(C)c4C)CC3)c2c1

Assay by compound	25	26	27	28	29	30	31	32
HTT cytoprotect	-24%[10 µM]	-6%[10 µM]	7%	-40%[inhibitor]	x	-36%	-21%	x
GLA spleen mod	1%	3%	u	u	0%	3%	1%	x
GAA inhib	6%	u	-7%	u	-2%	-8%	-7%	x
Tau fibril ThT	1%	2%	11%	-12%	-3%	-5%	u	-2%
aGlu spleen mod	-6%	7%	-11%	x	-19%	0%	-4%	x
GAA glycogen mod	-5%	-10%	6%	-5%	-7%	11%	28µM*	18%[76.3 µM]
Tau fluor counter	-2%	-6%	-1%	-8%	-17%	-13%	-16%	7%
Tau FP inhib	-2%	-1%	-7%	-7%	2%	8%	-1%	-5%

(33) O=C(C1CCN(c2nnnn2-c2ccccc2)CC1)N1CCN(c2ccccc2)CC1
(34) O=C(/C=C/C(=O)Oc1ccccc1C(=O)O)Oc1ccccc1C(=O)O
(35) CCCn1c(SCc2cc(=O)[nH]c3ccccc23)nc2c1c(=O)n(C)c(=O)n2C
(36) CC(=O)N(CC1CCCO1)c1nnc(-c2cnccn2)s1 (stereo unspecified)
(37) O=[N+]([O-])c1ccc(N2CCOCC2)nc1
(38) CCN(Cc1cc2cc(C)ccc2[nH]c1=O)C(=O)c1cccc([N+](=O)[O-])c1
(39) COc1cc(-c2cc(N3C(=O)Nc4ccccc4N3O)n[nH]2)cc(OC)c1OC

Assay by compound	33	34	35	36	37	38	39
HTT cytoprotect	1%[10 µM]	x	7%[10 µM]	3%	9%	1%[10 µM]	9%[10 µM]
GLA spleen mod	-6%	-3%	-5%	-7%	-1%	5%	16%
GAA inhib	-4%	x	2%	-8%	-5%	x	-12%
Tau fibril ThT	-17%	25µM*	2%	0%	-14%	-7%	-2%
aGlu spleen mod	-3%	1%	-1%	4%	5%	0%	u
GAA glycogen mod	5%	x	6%	-16%	8%	-2%	u
Tau fluor counter	-1%	-13%	1%	3%	4%	-7%	2%
Tau FP inhib	2%	25µM*	0%	2%	3%	6%	1%

High-throughput results: PubChem, National Center for Advancing Translational Sciences (NCATS)

Compounds as they come; overall some 3.3% were active at least once.
